TR SRC2 fluor cs: Texas Red fluorescence interference in TRb-SRC2 counter-screen | TRb/SRC2 Texas Red total fluorescence interference | Potency, µM (series often up to 106 µM), inactives show top-dose fluorescence change, negative = quenching | hit rate 0.29% among 280,000 | AID 1479; active = well fitted curve in either direction with a large enough effect; inconclusive = small, poorly fitted or top-dose-only effect; also: % is scaled to controls: 0 for no effect and ±100 for the full control effect
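Flags fluorescent or light-absorbing compounds by total fluorescence, S + 2P, at 555 nm excitation and 632 nm emission. Mixture: 20 nM Texas Red SRC2 peptide, 0.6 uM human TRb LBD, 1 uM T3, 5% DMSO; compound exposure 5 h at ambient temperature.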
Tau fibril FP: inhibitors of human tau fibril formation | Potency, µM (top dose mostly 57.7 µM), inactives show at the top dose activity, negative = inhibition, most hits filed as inhibitors | hit rate 0.39% among 280,000 | K18 P301L tau heparin fibrillization, Alexa594 FP, 6 h | P10636; also: % is scaled to controls: 0 for no effect and ±100 for the full control effect; nearly all actives have a fitted effect of over 55% in size
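Read-out: fluorescence polarization of Alexa 594-labeled tau (0.24 uM), 555 nm excitation, 632 nm emission. Mixtures held 15 uM unlabeled K18 P301L, compound and 20 uM heparin, pH 7 acetate buffer, incubated 6 hr at 37 C.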
HTT cytoprotect: protects HTT-Q103 PC12 cells, measured by ATP | AID 1471 | hit rate 0.14% among 230,000 | PC12 HTT-Q103 induced, cytoprotection, ATP luminescence, 40 h | Potency, µM (series often up to 56.4 µM), inactives show cytoprotection (ATP increase), usual class: activators;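 also: % of control where 0% means no effect; nearly all actives have a fitted effect of over 45% in size; toxic huntingtin expression switched on by the ecdysone agonist tebufenozide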
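Compounds were screened for protection of PC12 cells against cell death after tebufenozide induction (100 nM final) of mutant Huntingtin exon 1 (Q103) fused to GFP.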
TRb-SRC2 inh: disrupts binding of human TR beta to SRC2; TRbeta-SRC2 peptide binding, fluorescence polarization; receptor liganded with 1 µM T3; Potency, µM (top dose mostly 106 µM), inactives show top-dose activity change, negative = inhibition, actives largely listed as inhibitors; hit rate 0.065% among 280,000; AID 1469;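 also: plate controls were bound peptide for no effect and peptide without receptor for full effect; nearly all actives have a fitted effect of over 50% in size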
Target sequence (P10828 whole entry, looked up): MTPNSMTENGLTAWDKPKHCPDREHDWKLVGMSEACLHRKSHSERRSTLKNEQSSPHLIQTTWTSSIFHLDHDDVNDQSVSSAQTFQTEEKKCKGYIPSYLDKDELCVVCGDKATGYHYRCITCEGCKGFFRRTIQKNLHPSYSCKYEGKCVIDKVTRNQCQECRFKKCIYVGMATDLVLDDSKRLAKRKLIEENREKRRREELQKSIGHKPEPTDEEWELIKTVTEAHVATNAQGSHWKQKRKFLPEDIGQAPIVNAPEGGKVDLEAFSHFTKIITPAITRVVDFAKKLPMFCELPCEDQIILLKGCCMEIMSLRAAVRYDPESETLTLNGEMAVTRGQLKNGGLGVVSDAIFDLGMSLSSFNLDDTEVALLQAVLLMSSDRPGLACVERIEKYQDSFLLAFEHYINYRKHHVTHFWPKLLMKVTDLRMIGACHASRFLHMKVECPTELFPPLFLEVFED
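Quantitative HTS by FP: 0.6 uM TRb LBD, 20 nM labeled SRC2 20-mer, 1 uM T3, 5% DMSO; 5 hr ambient incubation; % activity per concentration and potencies from concentration series.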
Tau ThT inhib: tau fibrillization inhibition (ThT binding); AID 1460; Potency, µM (series often up to 57.4 µM), for the others: top-dose activity, negative = inhibition, actives largely listed as inhibitors; recombinant tau K18 P301L, heparin-induced fibrillization, ThT fluorescence; hit rate 2.1% among 270,000; also: % is scaled to controls: 0 for no effect and ±100 for the full control effect; nearly all actives have a fitted effect of over 55% in size
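Heparin-induced (20 uM) aggregation of recombinant human K18 P301L tau, 15 uM unlabeled with 0.24 uM labeled, pH 7 acetate buffer, 6 hr at 37 C with compound. Fibrils quantified by 30 uM ThT fluorescence after 1 hr ambient incubation.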
Tau fluor cs: counter-screen for tau fibril formation inhibitors. hit rate 0.93% among 280,000. Potency, µM (highest dose often 57.7 µM), for inactives: at the highest dose activity change, negative = decrease. tau K18 P301L Alexa594 fluorescence, heparin fibrillization; also: % is scaled to controls: 0 for no effect and ±100 for the full control effect; nearly all actives have a fitted effect of over 55% in size
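Human tau K18 P301L (15 uM unlabeled, 0.24 uM Alexa 594-labeled) in 100 mM sodium acetate pH 7 with 20 uM heparin, 6 hr at 37 C. ThT 30 uM added, 1 hr ambient; Alexa 594 FP and total fluorescence read at 555/632 nm.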
RECQ1 inh: inhibitors of human RECQ1 DNA helicase; P46063; RECQ1 DNA unwinding, red fluorescence kinetic read; Potency, µM (top dose mostly 57.3 µM), inactives show at the top dose activity, negative = inhibition, usual class: inhibitors; hit rate 0.54% among 240,000;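 also: plate controls were vehicle for no effect and no enzyme for full effect; nearly all actives have a fitted effect of over 30% in size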
Target sequence (P46063 whole entry, looked up): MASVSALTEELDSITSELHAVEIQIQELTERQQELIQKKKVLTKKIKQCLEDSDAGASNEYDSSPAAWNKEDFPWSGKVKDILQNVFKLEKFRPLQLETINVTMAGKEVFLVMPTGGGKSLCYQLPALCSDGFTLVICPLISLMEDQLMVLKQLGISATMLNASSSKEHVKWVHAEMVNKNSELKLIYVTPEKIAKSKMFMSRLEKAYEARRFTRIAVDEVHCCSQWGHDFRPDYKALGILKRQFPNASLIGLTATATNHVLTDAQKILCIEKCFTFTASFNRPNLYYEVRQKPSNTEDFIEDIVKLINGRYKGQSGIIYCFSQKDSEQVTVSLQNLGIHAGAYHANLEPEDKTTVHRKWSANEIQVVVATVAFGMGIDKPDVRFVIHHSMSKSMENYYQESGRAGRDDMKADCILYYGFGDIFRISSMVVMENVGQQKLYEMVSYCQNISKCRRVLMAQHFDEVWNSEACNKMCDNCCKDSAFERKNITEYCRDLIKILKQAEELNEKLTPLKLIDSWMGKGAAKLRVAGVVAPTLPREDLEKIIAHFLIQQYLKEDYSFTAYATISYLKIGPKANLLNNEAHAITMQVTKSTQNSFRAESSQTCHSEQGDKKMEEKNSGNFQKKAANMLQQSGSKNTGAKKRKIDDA
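RECQ1T1 50 nM; forked duplex (20 bp + 30-nt ss tails) 200 nM, ATP 2 mM final; pH 8.0, 2 mM MgCl2, 2.5 ug/ml poly(dI-dC); 15 min compound preincubation; discontinuous kinetic read over 2 h at RT.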
L3MBTL1 block: inhibitors of human L3MBTL1; Q9Y468; AlphaScreen L3MBTL1–H3K9me1 peptide binding; Potency, µM (series often up to 57.1 µM), inactives show top-dose activity, negative = inhibition, hits mostly inhibitors; hit rate 0.66% among 230,000; AID 485360; also: % is scaled to controls: 0 for no effect and ±100 for the full control effect; nearly all actives have a fitted effect of over 60% in size
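L3MBTL1 (50 nM) pre-complexed 30 min with biotinylated H3(1-15)K9me1 peptide (75 nM), then compounds added for 30 min at room temperature; AlphaScreen streptavidin donor/nickel chelate acceptor beads (10 ug/mL final) read after 30 min dark incubation.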
Numbers without * were called inactive; i = inactive; ? = inconclusive; · = not tested or not shown; [ ] = another dose, or the depositor's remark. Unless noted, calls follow the shape of the dose curve; as a rule, active = well fitted curve in the direction sought with a large enough effect; inconclusive = small, poorly fitted or top-dose-only effect, or another doubt; inactive = no such curve, though single readings can be large; an effect the other way counts as inactive or inconclusive. Potency is read from the fitted curve at half-maximal effect. Only part of the results is shown, so the mix of outcomes need not match the whole.

The opening 2 entries, ahead of the listing:
SMILES	TR SRC2 fluor cs	Tau fibril FP	HTT cytoprotect	TRb-SRC2 inh	Tau ThT inhib	Tau fluor cs	RECQ1 inh	L3MBTL1 block
CO[C@@H]1COC(=O)CC=C[C@@H](C)[C@@H]2C=C[C@@H](O)[C@@H](COC(=O)C/C=C\[C@H]1C)O2	0%[11.2 µM]	-3%[11.6 µM]	-10%[10 µM]	-3%[11.2 µM]	-1%[11.5 µM]	0%[11.6 µM]	15%[11.5 µM]	·
CCS(=O)(=O)N1CCC(C(=O)NCc2ccc(F)cc2Cl)CC1	3%	-3%	-8%	-13%	-4%	3%	-16%	7%

This part in full, from the first entry:
SMILES	TR SRC2 fluor cs	Tau fibril FP	HTT cytoprotect	TRb-SRC2 inh	Tau ThT inhib	Tau fluor cs	RECQ1 inh	L3MBTL1 block
CO[C@@H]1COC(=O)CC=C[C@@H](C)[C@@H]2C=C[C@@H](O)[C@@H](COC(=O)C/C=C\[C@H]1C)O2	0%[11.2 µM]	-3%[11.6 µM]	-10%[10 µM]	-3%[11.2 µM]	-1%[11.5 µM]	0%[11.6 µM]	15%[11.5 µM]	·
CCS(=O)(=O)N1CCC(C(=O)NCc2ccc(F)cc2Cl)CC1	3%	-3%	-8%	-13%	-4%	3%	-16%	7%
COC(=O)CCN(c1ccccc1)S(=O)(=O)c1cc(-c2cc(C)no2)ccc1OC	0%	-2%	·	-4%	4%	-18%	·	·
Cc1ccc(C(=O)NC(=S)Nc2ccc(S(=O)(=O)N(C)c3ccccc3)cc2)cc1	2%	-15%	-15%	5%	-10%	?	i	·
O=C(CCn1nc(-c2ccccc2)ccc1=O)N1CCN(c2ccccn2)CC1	-2%	9%	-18%	-10%	24%	21%	-12%	0%[11.4 µM]
CC(C)N1CCC(N2CCN(CC#Cc3ccccc3)CC2CCO)CC1 (configuration not stated)	2%	-1%	-9%[10 µM]	-7%	-7%	-1%	i	3%
Cc1cccc(CC2CC(=O)N(c3ccccc3)C2=O)c1 (configuration not stated)	-9%	5%	-8%	-7%	-4%	0%	15%	-2%
COc1ccc(-c2c(NC(=O)c3ccco3)n(-c3ccccc3)nc(C)c2=O)cc1	-4%	5%	27%[10 µM]	-8%	-5%	-6%	-3%	-7%
Cc1ccc(Cn2cc(C(=O)c3ccc(F)cc3)c(=O)c3cc4c(cc32)OCO4)cc1	-24%	-4%	·	-2%	?	-14%	·	·
O=C(O)CSC(NC(=O)c1cccnc1)(C(F)(F)F)C(F)(F)F	-6%	-8%	10%[10 µM]	-6%	5%	3%	0%	7%
COc1cccc(NC(=O)c2cccs2)c1	1%	0%	-9%	-2%	7%	5%	0%	10%
Cc1cc(C)nc(/N=C(\N)Nc2ccc(S(=O)(=O)O)cc2)n1	-4%	3%	-4%	3%	-6%	-11%	-4%	0%
COc1cccc(Nc2sc(C(=O)c3ccc(F)cc3)c(N)c2C(=O)NCc2ccc(Cl)cc2)c1	1%	?	·	8%	20µM*	?	·	·
CCOC(=O)Cc1csc(NC(=O)CC(C)(C)CC(=O)O)n1	-3%	-3%	17%[10 µM]	-6%	-13%	-12%	0%	-2%
C=CCN(CC=C)C(=O)c1cc(Cl)ccc1[N+](=O)[O-]	0%	-6%	7%[0.074 µM]	-2%	-1%	4%	-2%	11%
S=C(NCc1ccco1)N1CCOCC1	-1%	8%	-16%	8%	-2%	-5%	-9%	-3%
CC(C)(C)C1CCC(C(=O)OCC(=O)Nc2ccc3[nH]c(=O)[nH]c3c2)CC1 (configuration not stated)	0%	?	-40%[inhibitor]	5%	-15%	?	i	-2%
O=C(CN(C(=O)c1csnn1)c1cccc(F)c1)NCc1ccc(F)cc1	-3%	2%	8%[10 µM]	5%	-5%	-4%	-8%	10%
CCNc1nc(N2CCCCC2)nc(-n2nnc(C(=O)OCC)c2C)n1	-5%	9%	2%	-4%	-6%	11%	5%	6%[11.4 µM]
N#CCC(=O)NCCCOC(=O)Nc1ccc(Cl)c(Cl)c1	-1%	?	1%	4%	-8%	?	-5%	6%
CCN(CC)c1ccc(NC(=O)CCc2c(C)nc3ncnn3c2C)c(C)c1	?	-2%	·	-7%	-4%	-9%	·	·
O=C(Nc1ccn(Cc2ccc(Cl)cc2)n1)c1ccccc1	-2%	3%	·	3%	-4%	-9%	i	8%
COC(=O)c1oc2ccccc2c1NC(=O)c1ccccc1O	1%	1%	-19%	-2%	3%	4%	i	-4%
C=C(C)CSC1=C(C#N)C(c2ccccc2Cl)CC(=O)N1 (configuration not stated)	-2%	-11%	-8%[10 µM]	-3%	-11%	-13%	-2%	-1%
CCOC(=O)c1[nH]c(C)c(C(=O)OC)c1C	0%	0%	4%[10 µM]	5%	-8%	-11%	-8%	1%
COCC(=O)Nc1ccc(F)cc1	-3%	4%	-12%[10 µM]	0%	-2%	4%	-4%	15%
Cc1ccc(S(=O)(=O)N(C)C)cc1NC(=O)COC(=O)COc1ccccc1[N+](=O)[O-]	-2%	-3%	-17%	6%	2%	0%	i	-10%
CN(CC(=O)NCCc1ccc(F)cc1)Cc1cccc(Cl)c1	1%	4%	-30%	-9%	-9%	-10%	2%	-16%
CCc1c(-c2n[nH]c(=S)n2Cc2ccccc2)csc1C	1%	-16%	·	-1%	6%	-1%	-4%	-9%
CC1=NN(c2ccccc2)C(=O)/C1=C\c1cn(C)c2ccccc12	0%	?	0%[10 µM]	5%	7.1µM*	?	i	?
CCOc1ccc(Nc2sc(C(=O)c3cccc(OC)c3)c(N)c2S(=O)(=O)c2ccccc2)cc1	1%	-9%	·	-4%	-6%	-21%	·	·
O=S(=O)(Nc1nc2ccccc2s1)c1cnc(Cl)c(Br)c1	-3%	-2%	0%[10 µM]	-7%	-9%	-16%	-20%	-6%
CCOC(=O)C1CCCN(c2c(N3CCN(c4ccccn4)CC3)c(=O)c2=O)C1 (configuration not stated)	2%	-10%	-8%	-1%	-4%	-6%	-13%	5%
CC1COC2C(O1)N(S(C)(=O)=O)CCN2S(C)(=O)=O (configuration not stated)	0%	3%	-7%	4%	0%	7%	4%	-7%
O=C(O)CCSc1nc2ccccc2n1CCOc1ccccc1	-5%	5%	-31%	1%	6%	4%	-6%	8%
Cc1ccc(C(=O)NC(=S)N2CCN(C(=O)OC(C)(C)C)CC2)cc1Br	-1%	-10%	-15%	4%	-4%	-7%	i	-13%
[O-]/C(=C(\C(=S)NCc1ccc2c(c1)OCO2)[n+]1ccccc1)c1ccc(Cl)s1	-1%	0%	-15%	-2%	?	-22%	-6%	-3%
COC(=O)c1ccc(NC(=O)CSC2=NCCN2)cc1	-15%	-14%	0%[10 µM]	-2%	?	3%	-4%	8%
COc1ccccc1N1CCN(C(=O)Cn2c(=O)nc(-c3ccccc3)c3ccccc32)CC1	-2%	3%	·	2%	-7%	-1%	·	·
CCCn1ncc(CN2CCC(Cc3cccc(F)c3)(C(=O)OCC)CC2)c1C	1%	3%	-8%[10 µM]	-4%	-4%	-3%	i	0%
O=C(Cc1nnc(NC(=O)c2ccccc2)s1)N/N=C/c1ccco1	0%	-13%	-8%[10 µM]	10%	3%	-3%	-15%	6%
Cc1ccc(/C=N/Nc2ccc(C(=O)O)cc2)s1	0%	-3%	-1%[10 µM]	-6%	?	?	-11%	?
Cc1ccc(OCC(=O)NC(=S)Nc2cccc(NC(=O)c3ccc(Cl)cc3Cl)c2)cc1	2%	?	10%[10 µM]	4%	3%	-17%	-12%	-3%
Cc1ccc(OCCNC(=O)/C=C/c2ccccc2)cc1C	1%	4%	14%[10 µM]	6%	-8%	-9%	-6%	-7%
C[N+]1(CCOS(=O)C23CC4CC(CC(C4)C2)C3)CCOCC1 (configuration not stated)	-1%	-6%	-11%[10 µM]	-3%	3%	5%	-7%	10%
CCCNC(=O)c1ccccc1NC(=O)Nc1ccccc1C	1%	3%	1%	0%	-8%	-5%	-14%	·
COc1ccc(-n2cccc2/C=C2/NC(=O)N(c3cccc(Cl)c3)C2=O)cc1	1%	2%	-9%[10 µM]	0%	-3%	-22%	-8%	-3%
CC(=O)Nc1ccc(C)c(NC(=S)Nc2ccc(F)cc2)c1	-1%	0%	0%[10 µM]	0%	-5%	-9%	i	3%
CCN(CC)CCOC(=O)c1ccc(NC(=O)c2cc3cc(OC)ccc3oc2=O)cc1	-20%	4%	·	3%	?	-8%	·	·
Cc1c(CCNC(=O)C(C)(C)C)sc2nc(-c3ccc(F)cc3)nn12	0%	-8%	·	-4%	-4%	-4%	·	·
COc1cc(/C=N\NC(=O)c2ccccc2F)ccc1Oc1ccc([N+](=O)[O-])cn1	-1%	0%	-24%[10 µM]	-11%	-13%	-21%	-5%	-13%
CC(C)(C)C(=O)Nc1ccc(C(=O)N/N=C/c2ccccc2OC(=O)c2ccc(Cl)cc2Cl)cc1	-3%	6%	-75%[inhibitor][10 µM]	2%	6%	11%	2%	-16%
COc1ccccc1C(=O)NC(C)C(c1cccs1)N1CCN(C)CC1 (configuration not stated)	-1%	10%	6%[10 µM]	-12%	4%	3%	i	-15%
O=C(NOC(=O)c1cc(Br)ccc1Cl)c1cccs1	-5%	-1%	-15%	-2%	-5%	-2%	-5%	-5%
COc1ccc(NC(=O)CN2CCN(CC(=O)Nc3ccccc3Cl)CC2)c(OC)c1	-3%	4%	5%[10 µM]	8%	-2%	-6%	-8%	·
O=c1ccc2cc(S(=O)(=O)N3CCN(c4cc(Cl)ccc4Cl)CC3)ccc2o1	2%	-6%	10%[10 µM]	-2%	-12%	-19%	-4%	·
CC(=O)N=c1c(C#N)cc2c(=O)n3cccc(C)c3nc2n1CCCOC(C)C	-2%	4%	-20%[10 µM]	1%	-4%	-7%	-1%	59%[activator]
CCOC(=O)N1CCN(C(=O)CCCCCn2c(=S)[nH]c3cc4c(cc3c2=O)OCO4)CC1	-1%	-4%	-11%	1%	?	-9%	i	·

Screens from PubChem.
